Screens deposited in PubChem BioAssay by several laboratories.
HEK293 NOD2/NF-kB: NOD2 signaling inhibitors, cell-based, luminescence, uHTS, HEK293 (AID 1566) | HEK293 NOD2/NF-kB luciferase reporter, luminescence; higher % means a stronger effect | 290,000 tested, 0.63% active | inhibition, % at 4 µM, or EC50 in µM where a hit was titrated; also: many of its hits are not listed in these tables
HIV fusion peptide: inhibitors of HIV fusion peptide binding, primary screen, biochemical, uHTS, fluorescence dequenching (AID 1986) | cell-free peptide binding, fluorescence dequenching, 30 min; higher % means a stronger effect | inhibition, % at 20 µM; hits with a dose series show IC50 in µM | 290,000 tested, 0.3% active; in the data active = inhibition mostly above about 52%, no sharp cut-off; inactive = mostly below about 76%; also: some results filed as inactive read as strong as hits
KOR beta-arrestin-1: KOR agonists, beta-arrestin recruitment, primary screen, cell-based, luminescence, uHTS (AID 1777) | one-dose activation, % at 10 µM; EC50 in µM for titrated hits | 280,000 tested, 0.02% active | KOR beta-arrestin recruitment, luminescence; higher % means a stronger effect; in the data active = activation above about 50%, passing the limit was not always enough; also: a part of the inactive calls stands beside numbers as strong as those of hits
GPR55 beta-arrestin: selective activators of receptor GPR55 – imaging, U2OS cells, beta-arrestin-GFP redistribution, primary screen (AID 1961). U2OS GPR55 beta-arrestin-GFP redistribution imaging; higher % means a stronger effect. 290,000 tested, 0.048% active. activation, % at 10 µM; hits with a dose series show EC50 in µM;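 active = activation above 40% with more than 50 cells counted in the well; inconclusive = wells holding fewer than 50 cells, flagged as toxic or sparse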;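 also: U2OS osteosarcoma cells stably expressing GPR55 and beta-arrestin-GFP; plate controls were DMSO negative control for no effect and LPI positive control for full effect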
GPR55 antagonists: GPR55 antagonists blocking LPI-driven arrestin recruitment, primary screen, imaging, U2OS, beta-arrestin-GFP, LPI agonist (AID 2013); U2OS GPR55 beta-arrestin-GFP translocation imaging, LPI antagonism; higher % means a stronger effect; inhibition, % at 10 µM, or IC50 in µM where a hit was titrated; 290,000 tested, 0.13% active;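 active = spots per cell inhibited over 60%, with over 100 cells counted and total cytoplasm intensity under 500,000; inconclusive = wells with under 100 cells, flagged as likely toxic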;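 also: U2OS cells stably carrying GPR55 and arrestin-GFP stimulated by 5 µM LPI near EC80; imaged beta-arrestin-GFP aggregate spots per cell after agonist stimulation; plate controls were LPI-stimulated DMSO wells for no effect and DMSO wells without LPI for full effect; some results filed as inactive read as strong as hits; confirmed hits need IC50 under 10 µM and bright autofluorescent wells are also inconclusive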
KOR beta-arrestin-2: KOR antagonists, beta-arrestin recruitment, cell-based, luminescence, uHTS (AID 1778). KOR beta-arrestin recruitment, luminescence, antagonist mode; higher % means a stronger effect. inhibition, % at 10 µM; hits with a dose series show IC50 in µM. 290,000 tested, 0.091% active; also: strong numbers were not always called active
Large T inhibition: SV40 large T antigen inhibitors, biochemical (AID 1903). SV40 large T antigen ATPase/helicase inhibition assay; higher % means a stronger effect. inhibition, % at 20 µM, or IC50 in µM where a hit was titrated. 310,000 tested, 0.39% active; in the data active = a potency from the dose series; inconclusive = inhibition mostly from about 32% at the one dose, without a potency; inactive = the rest, 99 in 100 with inhibition below about 32%; also: strong numbers were not always called active
Rac1 GTP hydrolysis: MgcRacGAP GTPase-activating activity inhibitors, confirmation, biochemical, ADP Hunter fluorescence; one-dose inhibition, % at 30 µM; IC50 in µM for titrated hits; 340,000 tested, 0.6% active; MgcRacGAP-stimulated Rac1 GTP hydrolysis, ADP Hunter fluorescence; higher % means a stronger effect; GST-tagged Rac1 F28L mutant substrate;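 active = first-screen hits whose inhibition reached a set limit at any dose in the follow-up dose series; inconclusive = inhibition above the set first-screen limit but never retested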;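 also: fluorescence reports GDP produced by GAP-driven GTP hydrolysis; strong numbers were not always called active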
NOD1 NF-kB reporter: inhibition of NOD1-driven NF-kB reporter – cell-based, luminescence, uHTS, primary screen (AID 1578). NOD1-driven NF-kB luciferase reporter cells, luminescence; higher % means a stronger effect. inhibition, % at 4 µM, or EC50 in µM where a hit was titrated. 290,000 tested, 1% active; in the data active = inhibition mostly above about 36%, no sharp cut-off; inactive = mostly below about 34%;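 also: HEK-293T reporter cells stimulated with the NOD1 agonist gamma-tri-DAP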
* = called active by the depositor; u = inconclusive; x = not tested or not shown; [ ] = remark or other dose. Rule as the data show it, unless noted: active = inhibition above about 50%; inactive = the rest.

SMILES	HEK293 NOD2/NF-kB	HIV fusion peptide	KOR beta-arrestin-1	GPR55 beta-arrestin	GPR55 antagonists	KOR beta-arrestin-2	Large T inhibition	Rac1 GTP hydrolysis	NOD1 NF-kB reporter
COc1cccc(CN2CCN(C(=O)c3cc(-c4cccnc4)nc4ccc(C)cc34)CC2)c1	26%	1.8%	-1.4%	0.2%	12%	-38%[20 µM]	2%	1%	-22%
Cc1ccc(N2CC(=O)N(NC(=O)CN3CCN(c4ccccc4)CC3)CC2=O)cc1	6%	-1.4%	2.8%	-0.2%	7%	-7%	13%	18%	-9%
CC(C)C1Cc2c(sc3[nH]c(=S)n(Cc4ccccc4)c(=O)c23)CO1 (configuration not stated)	39%	16%	x	0.2%	-2%	-32%	23%	10%	92%*
Fc1ccc(CSc2nnc(Cc3sc(-c4ccccc4)nc3-c3ccccc3)o2)cc1	2%	4.2%	7.8%	0.2%	1%	-30%	9%	1%	8%
CCOC(=O)c1c(N)nn(C(=O)c2ccccc2F)c1-c1ccc(OC)cc1	10%	-1.7%	-2.1%	0.1%	18%	-1%	5%	2%	-11%
CCN(Cc1ccccc1)c1ccc(/C=N/NC(=S)NC(C)C)cc1	17%	0.4%	-4.5%	1.2%	19%	11%	20%	18%	-14%
Clc1ccc2oc(-c3cccnc3)nc2c1	-46%	-0.1%	-1.1%	0.6%	10%	-11%	2%	7%	-11%
O=C(Oc1ccc2ccc(O)cc2c1)C1CCCCC1	5%	-1.6%	-8.3%	-0.1%	5%	-27%[20 µM]	0%	x	-31%
Cc1cc(=O)[nH]c(Nc2ccccc2C)n1	18%	-0.7%	-2.2%	-0.1%	5%	-3%	1%	5%	1%
Cc1nn(C)c(C)c1NC(=O)CCl	-20%	1.2%	-1.1%	-0.1%	1%	7%[20 µM]	8%	9%	-36%
COc1cc(C2NC(=O)NC(c3ccccc3)=C2C(C)=O)cc([N+](=O)[O-])c1O (configuration not stated)	-10%	-4.3%	x	-0.1%	9%	6%[20 µM]	11%	9%	16%
CCCCNC(=O)CSc1nnc(NC(C)=O)s1	14%	0.3%	-5.1%	-0.2%	13%	-6%	1%	13%	6%
CCOc1ccc(/C=N/NC(=O)CN2CCCCCCC2)cc1	11%	4.4%	3.8%	-0.3%	2%	-19%	-18%	31%	-6%
CCOC(=O)N1CCN(C(=O)c2ccc3c(=O)n(-c4cc(OC)ccc4OC)c(=S)[nH]c3c2)CC1	14%	-1.6%	-2.4%	-0.1%	8%	-15%	7%	2%	-48%
CCOC(=O)N1CCC(NC(=O)c2cc3c(=O)[nH]c4ccccc4c3n2C)CC1	14%	1.1%	7.2%	0.6%	11%	16%	7%	7%	-18%
CN(C)CCNC(=O)C(=O)Nc1cc2c3c(c1)CCN3C(=O)CC2	-11%	0.2%	-0.9%	-0.3%	2%	-55%	-1%	12%	-10%
O=C(c1ccccn1)N(Cc1cc2ccccc2[nH]c1=O)C1CCCCC1	-3%	-2.7%	94%	-0.1%	-10%	9%	3%	3%	-14%
Cc1cc(NC(=O)CSc2nccn2-c2cccc(Cl)c2)no1	-1%	0.6%	-1.5%	-0.1%	6%	15%	2%	4%	-28%
O=C(Nc1nc(SCc2ccc(F)cc2)ns1)c1ccco1	-73%	9.2%	3.8%	-0.4%	-2%	-23%	10%	1%	-47%
COc1ccc(Cc2nc3ccc(C(=O)N4CCCCC4CCO)cc3o2)cc1 (configuration not stated)	5%	0.7%	3.3%	0.7%	1%	-41%	8%	6%	-6%
O=S(=O)(Nc1nc2ccccc2nc1NCc1ccco1)c1ccccc1	26%	5.1%	0.7%	-0.4%	11%	9%	5%	8%	x
CC(=O)Nc1c(C(=O)N2CCCCCC2)cnn1-c1ccccc1Cl	15%	-0.2%	-2.3%	0.0%	16%	-30%	5%	3%	-11%
O=C(NC1CC2CCCC(C1)N2Cc1ccc(F)cc1)c1ccc(F)cc1 (configuration not stated)	-4%	1.2%	9.8%	-0.1%	-11%	14%[20 µM]	-3%	-5%	-4%
CCOc1ccc(OCC)c(S(=O)(=O)NCc2ccc3c(c2)OCO3)c1	-7%	-0.5%	0.6%	0.3%	8%	3%	4%	-4%	-8%
O=C(c1ccco1)N1CCN(S(=O)(=O)c2ccc(S(=O)(=O)NC3CCCC3)cc2)CC1	-2%	0.9%	-4.7%	-0.3%	12%	-12%	11%	6%	-20%
CN(c1cccc(NC(=O)CN(c2ccc(C34CC5CC(CC(C5)C3)C4)cc2)S(C)(=O)=O)c1)S(C)(=O)=O	-22%	2.2%	-0.7%	-0.1%	2%	16%	3%	-2%	x
O=C(Cn1c(NCCO)nc2ccccc21)NCC(F)(F)F	17%	0.3%	x	0.3%	0%	x	3%	7%	-5%
CCOC(=O)N1CCC(N(CCN(C)C)C(=S)Nc2ccccc2C)CC1	9%	2.0%	-3.6%	0.2%	12%	7%	10%	-5%	-25%
CC(=O)n1cc([C@H]2C=C(C(=O)N3CCN(Cc4ccccc4)CC3)O[C@@H](OCc3ccc(CO)cc3)C2)c2ccccc21	16%	1.2%	1.1%	-0.2%	-5%	15%	4%	8%	35%
CCc1nc2sc3c(c2c(=O)o1)CCCC3	0%	2.4%	-1.3%	0.2%	0%	31%	0%	18%	-16%

Reprinted from above for reference:
SMILES	HEK293 NOD2/NF-kB	HIV fusion peptide	KOR beta-arrestin-1	GPR55 beta-arrestin	GPR55 antagonists	KOR beta-arrestin-2	Large T inhibition	Rac1 GTP hydrolysis	NOD1 NF-kB reporter
CC(=O)n1cc([C@H]2C=C(C(=O)N3CCN(Cc4ccccc4)CC3)O[C@@H](OCc3ccc(CO)cc3)C2)c2ccccc21	16%	1.2%	1.1%	-0.2%	-5%	15%	4%	8%	35%
CCc1nc2sc3c(c2c(=O)o1)CCCC3	0%	2.4%	-1.3%	0.2%	0%	31%	0%	18%	-16%

Carrying on.
SMILES	HEK293 NOD2/NF-kB	HIV fusion peptide	KOR beta-arrestin-1	GPR55 beta-arrestin	GPR55 antagonists	KOR beta-arrestin-2	Large T inhibition	Rac1 GTP hydrolysis	NOD1 NF-kB reporter
CCOCCc1nnc(NC(=O)C(CC)c2ccccc2)s1 (configuration not stated)	-1%	5.7%	-1.9%	-0.1%	1%	6%	3%	8%	-37%
CCN(CC)c1ccc(NC(=O)c2ccc3c(c2)c(C)c(C)n3C)cc1	9%	14%	-2.5%	-0.6%	3%	9%	31%	20%	16%
O=C(CSc1cccc[n+]1[O-])Nc1ccc(C(F)(F)F)cc1[N+](=O)[O-]	-5%	0.5%	-6.5%	-0.4%	9%	22%	11%	7%	-20%
CCCOC1CCCN(C(=O)CCc2nnc(CCCCc3ccccc3)o2)C1 (configuration not stated)	3%	-1.5%	0.2%	-0.1%	6%	-32%	7%	3%	-28%
CCN(C(=O)CSc1cc(C)c2cccc(C)c2n1)C1CCS(=O)(=O)C1 (configuration not stated)	-1%	0.3%	1.4%	-0.3%	9%	-11%	11%	3%	-32%
CN1CCN(C(=O)C2CC(c3c(F)cccc3Cl)=NO2)CC1 (configuration not stated)	-14%	1.4%	-2.4%	-0.1%	5%	36%	-2%	3%	x
CC1CCc2c(nc3sc4c(c3c2N)CCCC4)C1 (configuration not stated)	-36%	-3.8%	-0.6%	u	14%	2.2µM*	3%	11%	-30%
CC(=O)N1CCc2cc(Br)cc(S(=O)(=O)CCC(=O)Nc3c(C)n(C)n(-c4ccccc4)c3=O)c21	4%	-3.3%	-3.7%	-0.3%	17%	25%	1%	8%	-13%
COC(=O)c1cc2n3ccccc3c(C)c(-c3ccccc3)c-2c1C(=O)OC	0%	0.7%	3.5%	-0.1%	6%	-12%	17%	11%	7%
COc1ccc(C2C(C(=O)c3ccc(C)o3)=C(O)C(=O)N2Cc2cccnc2)cc1OC (configuration not stated)	14%	-1.1%	-3.5%	-0.1%	1%	-15%	5%	4%	-39%
COc1ccc(C2Nc3ccccc3C(=O)N2c2ccc(C)cc2)cc1Cn1nnc2ccccc21 (configuration not stated)	-56%	0.0%	12%	-0.3%	19%	-12%	17%	13%	-56%
COc1cc(/C=C(\C#N)c2ccccn2)ccc1OCC(=O)Nc1ccc(Br)cc1	-30%	-1.6%	3.2%	-0.2%	3%	-66%	-6%	6%	-63%
CCCCN1CCc2c1nc1ccc(Br)cc1c2N	13%	-0.9%	-1.3%	-0.1%	18%	26%	4%	15%	8%
Cn1c(=O)c([N+](=O)[O-])c(Oc2ccccc2)c2ccccc21	-14%	0.2%	-6.7%	0.0%	3%	31%[20 µM]	25%	-77%	-24%
COc1ccc(C2CC(c3ccc(F)cc3)n3nc(NS(C)(=O)=O)nc3N2)cc1 (configuration not stated)	15%	-1.1%	6.3%	0.2%	5%	6%	6%	5%	-10%
CCOc1ccc(C(=O)N[C@H](C(=O)O)C(C)C)cc1	8%	-1.6%	-8.2%	0.6%	10%	2%	9%	3%	-2%
COc1cccc(C(=O)C2CCCN(C/C=C/c3ccccc3OC)C2)c1 (configuration not stated)	6%	0.0%	x	-0.1%	4%	-15%[20 µM]	x	3%	-16%
COc1ccc(NC(=O)CSc2nnc(NC(=O)C3CCC3)s2)cc1	-4%	-0.9%	3.9%	-0.2%	-2%	-26%	9%	1%	-11%
CC(=O)Nc1ccc(SCC(=O)N(CCC#N)c2cc(C)cc(C)c2)cc1	12%	1.3%	0.6%	-0.1%	19%	-11%	-3%	1%	-8%
NNC(=O)c1ccc(Cn2cc(Br)cn2)cc1	4%	-0.4%	1.6%	0.0%	-4%	0%	10%	4%	-11%
COc1ccc2c(c1)cc(C(=O)O)n2C	1%	4.0%	0.5%	0.3%	-4%	13%	6%	5%	-8%
Cc1ccc(CNC(=O)C2(NC(=O)Nc3ccc(C)cc3)CCCCC2)cc1	13%	-3.7%	2.0%	-0.1%	14%	-13%	6%	3%	23%
O=C(CN(C1CCCCC1)S(=O)(=O)c1ccc(Br)cc1)NCc1cccnc1	19%	0.3%	1.1%	0.3%	-5%	9%	2%	2%	-8%
CCc1ccc(OCC(=O)N2c3ccccc3CCc3ccccc32)cc1	11%	-0.6%	-0.2%	-0.2%	4%	0%	16%	4%	-29%
COc1ccc(C2C3=C(OC(C)=O)c4ccccc4C3=Nc3c2c(=O)n(C)c(=O)n3C)cc1 (configuration not stated)	-3%	1.7%	2.4%	0.3%	-3%	-71%	u	-1%	-4%
COc1ccc(CCn2c(NCc3ccco3)nc3c2c(=O)[nH]c(=O)n3C)cc1	-5%	1.1%	-0.4%	0.6%	-2%	-25%	11%	-3%	14%
CCCCSc1nnc(-c2cc(Br)ccc2N)c(=O)[nH]1	0%	4.6%	-2.9%	-0.2%	6%	-14%	6%	5%	-3%
CCCC1(c2ccccc2)NC(=O)N(CC(=O)Nc2ccccc2C(F)(F)F)C1=O (configuration not stated)	3%	0.5%	2.3%	-0.2%	1%	6%	9%	1%	-24%
CN(C)c1ccc(C(=O)N2CCCC2)cc1	-5%	-1.1%	-5.1%	0.2%	5%	10%	7%	4%	-8%

These rows are one share of the data. The share of hits here may be higher or lower than overall.
